# Screening data from PubChem.
# D3 antag – qHTS of D3 Dopamine Receptor Antagonist: qHTS; max response, negative = inhibition, %; 360,000 compounds, 2.5% hits; D3R cells, DiscoveRx beta-arrestin luminescence, antagonist mode; active compounds read low; in the data active = max response below about -50%; inconclusive = no clear call, values can overlap the other calls; note: % is set by controls: 0 for no effect and ±100 for the full control effect; mostly tested at two doses, the higher about 12 µM
# Target sequence (P35462 whole entry, looked up): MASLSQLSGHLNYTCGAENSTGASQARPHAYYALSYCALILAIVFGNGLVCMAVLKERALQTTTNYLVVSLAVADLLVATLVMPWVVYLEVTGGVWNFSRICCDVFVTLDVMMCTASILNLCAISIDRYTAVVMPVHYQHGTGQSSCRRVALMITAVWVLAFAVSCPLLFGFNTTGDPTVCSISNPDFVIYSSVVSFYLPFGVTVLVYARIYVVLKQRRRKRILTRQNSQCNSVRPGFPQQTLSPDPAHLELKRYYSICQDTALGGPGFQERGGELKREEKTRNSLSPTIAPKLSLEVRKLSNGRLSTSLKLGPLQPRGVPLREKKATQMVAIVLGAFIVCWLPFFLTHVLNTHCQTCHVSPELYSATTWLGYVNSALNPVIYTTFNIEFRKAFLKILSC
#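 Cells plated overnight at 1500 cells/well, then exposed to library compounds with dopamine controls for 90 minutes at 37 degrees C. DiscoveRx reagent added for 30–60 minutes at room temperature; luminescence read, quantitative HTS format.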
# KB-V1 cytotox – qHTS assay for MDR1-selective chemotherapeutics: Primary screen using the drug-selected MDR subline cells KB-V1. KB-V1 MDR cells viability, CellTiter-Glo, 72 h. Potency, µM (titrated, usually from 46.1 µM), for inactives: at the highest dose activity change, negative = cytotoxicity, actives largely listed as cytotoxic. 400,000 compounds, 3.4% hits. AID 1347076, 2019; note: potency is the fitted concentration of half-maximal effect; % is set by controls: 0 for no effect and ±100 for the full control effect; nearly all actives have a fitted effect of over 60% in size
#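 Drug-selected KB-V1 cells, grown in DMEM lacking phenol red with 10% FBS, receive compound titrations; after three days at 37 degrees C, surviving cell ATP is quantified by CellTiter-Glo luminescence and responses normalized and curve-fitted.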
# HEK293 tox – qHTS of GLP-1 Receptor Inverse Agonists: Cytotox Screen; HEK293 cAMP-luciferase reporter cells, luminescence, 24 h; Potency, µM (doses to about 38.3 µM), without a hit: at the highest dose activity change, negative = inhibition, hits mostly inhibitors; 410,000 compounds, 0.13% hits;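 note: loss of luciferase light is scored as toxicity; potency is the fitted concentration of half-maximal effect; % is set by controls: 0 for no effect and ±100 for the full control effect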
#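 Luminescence readout: signal drop marks cytotoxicity. Plated cells grew 12 h at 37 °C, 5% CO2, received 23 nL compound for 24 h, then got luciferase reagent, read after 12 min at RT.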
# D3 ag – qHTS of D3 Dopamine Receptor Agonist: qHTS; 410,000 compounds, 0.58% hits; D(3) dopamine receptor (Homo sapiens), P35462; D3R DiscoveRx beta-arrestin cells, luminescence, 90 min; max activation, %; in the data active = max activation above about 30%; note: 0% is about no effect; mostly tested at two doses, the higher about 12 µM
#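 Agonist-mode cell screen: cells plated at 1500/well and incubated overnight at 37 °C, then exposed to library compounds for 90 min at 37 °C. Detection reagent was added for 30–60 min at room temperature, and luminescence was read.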
# GLP-1R agonist – qHTS of GLP-1 Receptor Agonists. Glucagon-like peptide 1 receptor (Homo sapiens), P43220. HEK293 GLP-1R CRE-luciferase, luminescence, 4-6 h; cells express a hypersensitive GLP-1R form. Potency, µM (highest dose often 45.6 µM), inactives show at the highest dose activation, actives largely listed as activators. 380,000 compounds, 0.007% hits. AID 624172, 2012; note: potency is the fitted concentration of half-maximal effect; % of control where 0% means no effect
# Target sequence (P43220 whole entry, looked up): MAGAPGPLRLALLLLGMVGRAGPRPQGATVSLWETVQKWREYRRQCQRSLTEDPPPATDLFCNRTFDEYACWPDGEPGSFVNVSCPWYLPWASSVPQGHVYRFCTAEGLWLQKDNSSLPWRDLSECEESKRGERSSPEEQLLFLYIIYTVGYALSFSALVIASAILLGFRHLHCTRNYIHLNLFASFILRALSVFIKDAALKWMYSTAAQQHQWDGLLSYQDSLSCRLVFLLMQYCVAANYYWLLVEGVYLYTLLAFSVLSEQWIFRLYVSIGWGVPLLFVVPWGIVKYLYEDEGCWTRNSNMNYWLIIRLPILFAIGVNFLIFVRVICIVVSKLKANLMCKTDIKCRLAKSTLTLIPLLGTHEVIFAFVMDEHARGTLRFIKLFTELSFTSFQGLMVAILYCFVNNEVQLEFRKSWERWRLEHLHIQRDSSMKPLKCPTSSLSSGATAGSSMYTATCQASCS
# GLP1R inv ag – qHTS of GLP-1 Receptor Inverse Agonists (Inhibition Mode). 410,000 compounds, 1.6% hits. Potency, µM (titrated, usually from 38.3 µM), for the others: top-dose activity change, negative = inhibition, usual class: inhibitors. HEK293 GLP-1R CRE-luciferase, luminescence, 24 h; GLP-1R form is constitutively active. Glucagon-like peptide 1 receptor (Homo sapiens), P43220; note: potency is the fitted concentration of half-maximal effect; % is set by controls: 0 for no effect and ±100 for the full control effect; nearly all actives have a fitted effect of over 55% in size
#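 Cells are plated, allowed 12 hours at 37 deg C, then treated with compounds for 24 hr before luciferase detection reagent is added and luminescence is read after 12 min at room temperature. The HEK293 line carries constitutively active GLP-1R with a cAMP-responsive reporter.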
# PTHR1 agonist – qHTS for PTHR1 Agonists: Primary Screen; HEK293 GP2 PTHR1 cells, GloSensor cAMP luminescence, 1 h; Potency, µM (top dose mostly 115 µM), without a hit: top-dose activation, usual class: activators; 410,000 compounds, 0.075% hits; note: potency is the fitted concentration of half-maximal effect; nearly all actives have a fitted effect of over 55% in size; some results filed as inactive show a strong effect at the top dose; inactives centre near -15; many of its hits are not listed in these tables
#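 HEK-293-derived GP2 cells expressing PTHR1 and a GloSensor cAMP reporter, 3,000/well, plated overnight, given luciferin plus IBMX (each 0.5 mM as added) for 1 h at 37 °C, then compound for 1 h at 37 °C. Luminescence was read after 15 min at room temperature.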
# aSyn rescue – qHTS of alpha-syn Inhibitors; Yeast expressing alpha-synuclein, growth rescue, BacTiter-Glo, 24 h; AID 652106, 2013; 370,000 compounds, 0.14% hits; Potency, µM (highest dose often 46.1 µM), without a hit: at the highest dose growth rescue (activation), hits mostly activators; note: potency is the fitted concentration of half-maximal effect; % of control where 0% means no effect; nearly all actives have a fitted effect of over 65% in size
#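 Screening used galactose-induced yeast with toxic alpha-synuclein levels, exposed to compound for 24 hr at 30 deg C. Cell growth, read with BacTiter-Glo luminescence, gave the measured signal.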
# TDP-43 yeast inh – qHTS of TDP-43 Inhibitors; TDP-43 expressing yeast growth rescue, BacTiter-Glo, 24 h; Potency, µM (series often up to 46.1 µM), for the others: top-dose growth rescue (activation), actives largely listed as activators; AID 652104, 2013; 410,000 compounds, 1.8% hits; note: potency is the fitted concentration of half-maximal effect; % of control where 0% means no effect; nearly all actives have a fitted effect of over 50% in size
#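 Growth rescue of TDP-43-toxic yeast measured as ATP luminescence (BacTiter-Glo). Cells grown to mid-log in raffinose, induced in galactose at OD600=0.02, exposed to compound 24 hr at 30 deg C.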
# Numbers without * were called inactive; i = inactive; u = inconclusive; x = not tested or not shown; [ ] = dose if it differs, or a comment. Unless noted, calls come from the whole dose curve; as a rule, active = well fitted curve in the direction sought with a large enough effect; inconclusive = small, poorly fitted or top-dose-only effect, or another doubt; inactive = no such curve, though single readings can be large; an effect the other way counts as inactive or inconclusive. This is a subset; rates above refer to the full screens.
SMILES,D3 antag,KB-V1 cytotox,HEK293 tox,D3 ag,GLP-1R agonist,GLP1R inv ag,PTHR1 agonist,aSyn rescue,TDP-43 yeast inh
O=C(COC(=O)COc1ccc(Br)cc1)NC1CCS(=O)(=O)C1 (stereo unspecified),18,18%,-5%,2,5%,9%,i,-6%,0%
COc1ccccc1N1CCN(Cc2cnc3ccc(Cl)cn23)CC1,-91*,-11%,0%,-5,3%,8%,-36%[inhibitor],16%,20%
Cc1cc(C)c(C)c(S(=O)(=O)N2CCN(C(=O)c3cc(=O)[nH]c4ccccc34)CC2)c1C,23,-15%,u,12,4%,u,15%[57.5 µM],1%,0%
O=C1CN(C(=O)Nc2ccccc2Cl)C(c2ccccc2)c2c(sc3c2CCCC3)N1 (stereo unspecified),x,u,3%,-3,x,6%,-14%,x,6%
COc1ccc(C(=O)OCC(=O)Nc2ccc3[nH]c(=O)[nH]c3c2)c(OC)c1OC,10,6%,4%,6,10%,13%,-20%,-1%,19%
C[C@H](CO)N1C[C@H](C)[C@@H](CN(C)S(=O)(=O)c2cn(C)cn2)Oc2ccc(NC(=O)NC3CCCCC3)cc2C1=O,0,0%,-3%,10,-2%,2%,i,2%,7%
COc1cc(-c2ccno2)ccc1S(=O)(=O)N1CCN(c2cccc(Cl)c2)CC1,x,-2%,-7%,-10,x,3%,i,x,u
O=[N+]([O-])c1ccc(-c2cnc(SC(c3ccccc3)c3ccccc3)[nH]2)cc1,u,u,5%,8,1%,u,-45%[inhibitor],-3%,0%
CC[C@@]1(C(=O)OC)N[C@H](CN(C)C(=O)Nc2ccc(C(F)(F)F)cc2)[C@@H]2C(=O)N(C)C(=O)[C@@H]21,15,-3%,-3%,10,-5%,12%,-17%,3%,25%
COc1cccc(/C=C2/NC(=O)NC2=O)c1OCC(=O)Nc1ccccc1,8,11%,-24%,11,-3%,-22%,i,3%,x
O=C(Nc1ccccc1N1CCN(C(=O)c2ccccc2)CC1)c1ccco1,4,5%,-7%,12,17%,u,0%,-1%,19%
CC1CCCCC1NC(=O)CO/N=C/c1ccc(OC(F)F)cc1 (stereo unspecified),-6,-15%,2%,6,3%,-8%,-5%,-6%,-17%
CCOC(=O)c1cccc(NC(=O)C(NS(=O)(=O)c2ccc3c(c2)CCN3C(C)=O)C(C)C)c1 (stereo unspecified),-20,5%,4%,0,-9%,21%,-18%[57.5 µM],1%,-9%
COCc1nnc(NC(=O)CCCOc2ccccc2)s1,5,-5%,13%,1,-9%,5%,i,4%,0%
COc1ccc(NC(=O)C[C@H]2C(=O)N(c3ccccc3)C[C@@H]2Cc2ccccc2)cc1,3,15µM*,-7%,3,-8%,u,-5%,7%,6%
CCOC(=O)C1=CC[C@H]2c3c(c4ccccc4n3C)C(=O)C1N2C,39,-6%,-10%,24,-3%,16%,i,-1%,15%
O=C(CNc1ccccc1)NN=C1CCCC1,-1,-6%,9%,2,8%,15%,i,-4%,13%
CC1CCCCN1C(=O)c1cc2ccccc2cc1O (stereo unspecified),-17,3%,-13%,-7,7%,u,-25%,12%,-8%
NNC(=O)c1cnn(-c2ccccc2)c1-n1cccc1,-1,1%,-1%[0.307 µM],-8,-5%,-4%[0.307 µM],i,-4%,-5%
CCOc1ccc(OCC(=O)Nc2ccccc2C(F)(F)F)cc1,5,-5%,0%,14,15%,-20%,i,-1%,u
Cc1cc(C)nc(SCC(=O)Nc2sc3c(c2C#N)CCC(C)C3)n1 (stereo unspecified),17,u,-16%,1,6%,13%,-29%,-9%,4%
Cn1c(=O)[nH]c(=O)c2c1nc(N1CCOCC1)n2CCSc1nnnn1-c1ccccc1,10,-16%,-8%,-4,5%,20%,i,4%,-6%
COc1ccc(NC(=O)CCCN2C(=O)/C(=C\c3ccco3)SC2=S)cc1,-3,u,-11%,-2,-10%,u,-32%[inhibitor],-2%,11%
CC(/C=N/N1CCN(Cc2ccccc2)CC1)=C\c1ccccc1,-25,-15%,1%,-27,16%,u,-30%[inhibitor],1%,-30%
Cc1ccccc1N1Cc2ccccc2C1=O,-2,0%,-3%,-2,8%,19%,-3%,0%,26%
Cc1cccc(C)c1NC(=O)C(c1ccncc1)n1c(=O)c(-c2ccco2)nc2ccccc21 (stereo unspecified),-24,-11%,-2%,-1,x,-2%,-11%,-1%,5%
Cn1c2ccccc2c2cc(/C=N/NC(=O)c3cc(O)ccc3O)ccc21,0,2%,-17%,1,-3%,u,i,10%,u
CCCCn1c(=NC(=O)C(C)(C)Oc2ccc(Cl)cc2)c(C(=O)OCC)cc2c(=O)n3ccccc3nc21,x,-2%,6%,7,x,13%,-25%,x,3%
Cc1ccc(CNC(=O)CN2CCCC(C)C2)cc1 (stereo unspecified),-71*,u,-16%,-6,0%,1%,i,-5%,-11%
O=C(NC1(C(F)(F)F)C(=O)Nc2c1c(=O)[nH]c(=O)n2-c1ccccc1)c1ccccc1Cl (stereo unspecified),x,u,4%,-2,x,1%,i,x,20%[9.22 µM]
C=CCOC(=O)C1=C[C@H](c2csc3ccccc23)C[C@H](OCc2ccc(CO)cc2)O1,0,7%,-11%,-9,-3%,u,-3%,u,27%
CN(C(=O)c1ccc(Cl)cc1)c1ccc(OCC(=O)Nc2cc(C(=O)O)ccc2Cl)cc1,13,u,3%,-7,0%,3%,-30%,4%[1.84 µM],10%
CCC(C)NC(=O)C(Cc1ccccc1)NS(=O)(=O)c1ccc2c(c1)oc(=O)n2C (stereo unspecified),20,0%,13%,-10,-1%,23%,i,3%,-16%
CC(=O)N(C)c1ccc(NC(=S)Nc2ccc(C(C)C)cc2)cc1,14,-19%,u,0,3%,u,-32%,-5%,13%
C/C(=N\NC(=O)c1ccco1)c1cc(Cl)sc1Cl,4,-11%,1%,2,6%,8%,i,1%,25%
CC(C)C(=O)Nc1nnc(CCN2CCOCC2)s1,-5,-9%,6%,-3,-5%,2%,i,-1%,15%
Cc1cc(NC(=O)c2ccc3c(c2)C(=O)N(C)C3=O)no1,u,u,1%,-1,-8%,1%,i,-3%,-2%
CCOc1ccc(NC(=S)N(CCOC)C(C)c2ccco2)cc1 (stereo unspecified),-24,-24%,4%,-16,-5%,u,i,4%,25%
CCC(CO)Oc1cc(NC(=O)Cc2ccccc2F)c2ncn(C(C)C)c2c1 (stereo unspecified),15,5%,-9%,6,13%,11%,i,0%,29%
CN(CC(=O)O)c1ccc(S(=O)(=O)N2CCOCC2)cc1[N+](=O)[O-],10,12%,-1%[7.66 µM],4,-1%,-10%[7.66 µM],-1%,3%,14%[9.22 µM]

# Reprinted from the part before: 6 compounds, followed by the next part.
SMILES,D3 antag,KB-V1 cytotox,HEK293 tox,D3 ag,GLP-1R agonist,GLP1R inv ag,PTHR1 agonist,aSyn rescue,TDP-43 yeast inh
C/C(=N\NC(=O)c1ccco1)c1cc(Cl)sc1Cl,4,-11%,1%,2,6%,8%,i,1%,25%
CC(C)C(=O)Nc1nnc(CCN2CCOCC2)s1,-5,-9%,6%,-3,-5%,2%,i,-1%,15%
Cc1cc(NC(=O)c2ccc3c(c2)C(=O)N(C)C3=O)no1,u,u,1%,-1,-8%,1%,i,-3%,-2%
CCOc1ccc(NC(=S)N(CCOC)C(C)c2ccco2)cc1 (stereo unspecified),-24,-24%,4%,-16,-5%,u,i,4%,25%
CCC(CO)Oc1cc(NC(=O)Cc2ccccc2F)c2ncn(C(C)C)c2c1 (stereo unspecified),15,5%,-9%,6,13%,11%,i,0%,29%
CN(CC(=O)O)c1ccc(S(=O)(=O)N2CCOCC2)cc1[N+](=O)[O-],10,12%,-1%[7.66 µM],4,-1%,-10%[7.66 µM],-1%,3%,14%[9.22 µM]
CC(NC(=O)Nc1cccnc1)(C(F)(F)F)C(F)(F)F,0,-1%,-1%,-1,-13%,-13%,27%[57.5 µM],0%,14%
CN(C)S(=O)(=O)c1ccc2c(c1)N(CC(=O)Nc1ccc(OC(F)(F)F)cc1)C(=O)CS2,x,8%,-7%,-9,x,u,i,x,7%
O=C1CCCN1CCCNc1ncnc2sccc12,8,-18%,u,0,4%,u,i,-5%,12%
Cc1c2cnn(CC(=O)NCc3ccccn3)c(=O)c2c(C)n1Cc1ccccc1,16,15%,-8%,3,-7%,2%,i,u,3%
COc1ccc(-c2c(C)n([O-])c(C)c(C)[n+]2=O)cc1OC,-1,0%,2%,-1,-8%,6%,i,-11%,-6%
Cc1cc(C(=O)CN2C(=O)C3CC=CCC3C2=O)c(C)n1-c1ccccc1 (stereo unspecified),-7,u,-9%,-2,-8%,u,-37%[inhibitor],u,-39%[inhibitor]
CC(C)c1nnc(NC(=O)c2cnccn2)s1,17,-7%,-1%,-5,2%,0%,i,-4%,5%
Cc1c(Cl)cccc1NC(=O)c1cccc(OC(F)F)c1,29,10%,4%,23,2%,u,-9%[57.5 µM],-8%,u
Cc1nn(CC(=O)NCCCN2CCC(N3CCCCC3)CC2)c(=O)c2cc(-c3ccccc3)nn12,-18,u,-18%,-10,-5%,u,i,0%,-16%
CN1/C(=C/c2cccc[n+]2C)Sc2ccccc21,-11,-7%,u,-1,-2%,u,-32%[inhibitor],-12%,-19%
CCCCCCc1nc2ccccc2c(=O)n1N,-11,u,77%[activator],5,-5%,-29%,u,5%,12%
O=C(CSc1nc2cc(Cl)ccc2o1)NCCc1ccccc1,28,u,-1%,14,3%,0%,-25%,12%,30%
